AmpC inh detg: blocks E. coli AmpC beta-lactamase in detergent assay; P00811; 370,000 tested, 0.041% active; Potency, µM (top dose mostly 114 µM), without a hit: at the highest dose activity change, negative = inhibition, usual class: inhibitors; AID 485294; AmpC hydrolysis of nitrocefin, absorbance 480 nm, 0.01% Triton;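 also: potency is read from the fitted curve at half-maximal effect; 0% = no-compound wells and -100% = no-enzyme wells; nearly all actives have a fitted effect of over 25% in size; some results filed as inactive show a strong effect at the top dose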
Target sequence (P00811 whole entry, looked up): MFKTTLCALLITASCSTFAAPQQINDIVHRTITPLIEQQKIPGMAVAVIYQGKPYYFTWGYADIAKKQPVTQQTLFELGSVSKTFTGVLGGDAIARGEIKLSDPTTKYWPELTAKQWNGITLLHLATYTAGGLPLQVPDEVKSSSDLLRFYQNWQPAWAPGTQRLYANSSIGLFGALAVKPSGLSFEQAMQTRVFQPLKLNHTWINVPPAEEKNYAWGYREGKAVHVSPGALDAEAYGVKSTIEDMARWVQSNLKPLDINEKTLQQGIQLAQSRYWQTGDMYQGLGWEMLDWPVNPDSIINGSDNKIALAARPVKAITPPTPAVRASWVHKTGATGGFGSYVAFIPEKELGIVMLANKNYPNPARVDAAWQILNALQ
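AmpC (5.3 nM in the dispensed reagent) in 20 mM phosphate pH 7.0 with 0.01% (detergent screen) or 0.0001% Triton X-100 was preincubated with compounds for 15 min at room temperature. Nitrocefin was then added from an 800 uM solution, and hydrolysis was followed at 480 nm.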
AMA1 RON2 block: AMA1-RON2 (P. falciparum) interaction inhibition; 360,000 tested, 0.2% active; AlphaScreen AMA1-biotinylated RON2 peptide binding; Potency, µM (series often up to 58.2 µM), inactives show top-dose activity change, negative = inhibition, hits mostly inhibitors;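 also: potency is read from the fitted curve at half-maximal effect; 0% = vehicle wells and -100% = peptide control; nearly all actives have a fitted effect of over 45% in size; some results filed as inactive show a strong effect at the top dose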
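AMA1 (3D7) with his tag at 25 nM final met compounds first, then biotinylated RON2 peptide at 25 nM; detection used donor plus acceptor beads, 10 µg/mL apiece, read by AlphaScreen after 30 min at room temperature.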
HCMV inh: blocks human cytomegalovirus replication | HFF cells, HCMV-luciferase reporter, 72 h; hits give low values | activity change, negative = inhibition, % at 57.5 µM | 410,000 tested, 4.5% active; in the data active = activity change below about -60%; inconclusive = no clear call, values can overlap the other calls; inactive = above about -39%
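Luciferase read-out from HCMV-luciferase-infected HFFs (MOI 1 PFU/cell) 72 h post infection at 37C; compounds added after 16 h cell attachment; activity normalized between buffer-only basal and Salinomycin (10uM) inhibitor controls.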
AmpC no deterg: AmpC beta-lactamase inhibition without detergent; P00811; AmpC nitrocefin hydrolysis, absorbance 480 nm, 0.0001% Triton; Potency, µM (doses to about 57.1 µM), inactives show top-dose activity change, negative = inhibition, actives largely listed as inhibitors; 330,000 tested, 0.52% active;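 also: potency is read from the fitted curve at half-maximal effect; plate controls were no compound for no effect and no enzyme for full effect; nearly all actives have a fitted effect of over 20% in size; some results filed as inactive show a strong effect at the top dose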
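20 mM phosphate pH 7.0 + 0.01% (detergent screen) or 0.0001% Triton X-100; 5.3 nM AmpC reagent; cpd preinc 15 min RT; nitrocefin (800 uM stock) to start; A480 q20 s × 4 min; Activity was normalised to no-enzyme and no-compound control wells.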
Sm TGR block: S. mansoni TGR enzyme inhibition; Q962Y6; purified TGR, DTNB reduction, TNB absorbance 405 nm; Potency, µM (doses to about 114 µM), without a hit: at the highest dose activity change, negative = inhibition, usual class: inhibitors; 360,000 tested, 3% active; AID 485364; also: potency is read from the fitted curve at half-maximal effect; nearly all actives have a fitted effect of over 60% in size
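Kinetic colorimetric format: TGR-catalysed, NADPH-driven DTNB reduction monitored via TNB absorbance. Enzyme dispensed at 20 nM; compound exposure 15 min at room temperature before reaction start.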
FBPA Giardia inh: Giardia lamblia aldolase inhibition; 290,000 tested, 0.71% active; Potency, µM (doses to about 59.6 µM), for the others: at the highest dose activity, negative = inhibition, usual class: inhibitors; AID 2451; purified Giardia FBPA; A8B2U2; also: potency is read from the fitted curve at half-maximal effect; nearly all actives have a fitted effect of over 55% in size
Target sequence (A8B2U2 whole entry, looked up): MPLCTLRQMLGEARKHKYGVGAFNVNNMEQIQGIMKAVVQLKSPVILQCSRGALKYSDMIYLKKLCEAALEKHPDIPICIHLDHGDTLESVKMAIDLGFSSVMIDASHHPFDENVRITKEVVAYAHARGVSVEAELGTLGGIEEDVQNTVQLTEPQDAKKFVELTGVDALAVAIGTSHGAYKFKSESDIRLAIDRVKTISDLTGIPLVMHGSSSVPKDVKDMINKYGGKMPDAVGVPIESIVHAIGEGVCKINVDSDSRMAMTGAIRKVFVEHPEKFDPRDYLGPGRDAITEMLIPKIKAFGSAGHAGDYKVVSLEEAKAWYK
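Giardia FBPA (40 nM reagent) was preincubated 10 min at RT with compound (up to 57.5 uM final), then substrate plus GAPDH/TPI/NAD/arsenate coupling system with diaphorase/resazurin was added; resorufin fluorescence (525/598 nm) was read after 20 min.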
An asterisk follows results filed as active; ? = inconclusive; · = no result given; [ ] = dose if it differs, or a comment. Unless noted, calls follow the shape of the dose curve; as a rule, active = well fitted curve in the direction sought with a large enough effect; inconclusive = small, poorly fitted or top-dose-only effect, or another doubt; inactive = no such curve, though single readings can be large; an effect the other way counts as inactive or inconclusive. Unless noted, % is scaled to controls: 0 for no effect and ±100 for the full control effect.

Every second line gives: AmpC inh detg, AMA1 RON2 block, HCMV inh, AmpC no deterg, Sm TGR block, FBPA Giardia inh
> Cc1ccc(S(=O)(=O)NC(CC(C)C)C(=O)N2CCCC2)cc1 (stereo not drawn)
    10%, 4%, -22, 101%[activator], 0%, ·
> Cc1c(O)c(CN2CCCC2)cc2c1oc(=O)c1ccccc12
    ?, 5%, -21, -18%, 50µM*, -5%
> Cc1cccc(N(Cc2nnc3n2CCCCC3)C(=O)Nc2ccccc2)c1
    0%, -3%, 29, -2%, 5%, 2%
> Cc1nc2c3ccccc3nc(NNC(=O)CCC(=O)N3CCC(C)CC3)n2n1
    -2%, 52%[activator], -25, 14%, 15%, ·
> Cc1cc(C)nc(Nc2n[nH]c(C)n2)n1
    -7%, -2%, 0, -8%, 2%, -17%
> CC1(C)C(=O)OC(c2c3ccccc3cc3ccccc23)C(C)(C)C1=O (stereo not drawn)
    -1%, 50%[activator], -16, 51%, 3%, -11%
> Nc1nc(CN2CCN(Cc3ccc4c(c3)OCO4)CC2)nc(Nc2ccccc2)n1
    -10%, 7%, -2, 0%, -15%, 8%
> CCCN1C(=O)/C(=N\OCC(=O)NC23CC4CC(CC(C4)C2)C3)c2ccccc21
    0%, -6%, ?, -32%, -5%, 3%
> COc1ccc(CN(Cc2ccco2)c2cnc(S(C)(=O)=O)nc2C(=O)Nc2ccc(C)c(C)c2)cc1
    -4%, ·, 36, ·, 1%, ·
> CN1CCN(S(=O)(=O)c2ccc(N(C)CC(=O)Nc3ccc(F)cc3)nc2)CC1
    -11%, ·, ·, 3%, 1%, 17%
> Cc1cc(=O)oc2c1c(C)nn2-c1cccc(Cl)c1
    -5%, -4%, -19, -36%, 3%, -1%
> COc1c(Cl)cc(-c2noc(C)c2C(=O)NCCc2ccc(C)cc2)cc1Cl
    -11%, 17%, ·, 2%, 29%, -6%
> S=C(Nc1ccc2nsnc2c1)N1CCCCCC1
    -4%, 2%, -37, 38%, 1%, 6%
> Cc1ccc(-c2nc(CN3CCCCC3CCN3CCCC3=O)c(C)o2)o1 (stereo not drawn)
    -10%, -16%, -23, 29%, 1%[57.1 µM], 0%
> S=C(Nc1cccc2ccccc12)N1CCN(c2ncccn2)CC1
    -5%, -4%, 33, -3%, -21%, ?
> Cc1ccc(S(=O)(=O)N(CC(=O)NCC2CCCO2)c2cccc([N+](=O)[O-])c2)cc1 (stereo not drawn)
    -5%, -4%, 1, 43%, 4%, 7%
> COc1ccc(CN(C)c2nc(-c3cccnc3)nc3ccccc23)cc1OC
    -5%, ·, ·, -13%, 2%, -4%
> CCn1c(SCC(=O)NNC(=O)c2ccco2)nnc1-c1ccco1
    ?, -7%, 7, -18%, -5%, 1%
> CCOC(=O)C1=C(CN2CCOCC2)NC(=O)NC1c1cccc([N+](=O)[O-])c1 (stereo not drawn)
    -11%, -8%, -9, -11%, 0%[57.1 µM], -7%
> COc1ccc(-c2cc(=O)n(-c3nc4ccccc4[nH]3)[nH]2)cc1
    ?, -76%, -90*, -27%, -7%, ?
> Cc1ccc(O)c(C(CC(=O)N2CCCC2)c2ccccc2)c1 (stereo not drawn)
    ?, -4%, ·, -1%, 1%, 10%
> Fc1cc2nccnc2cc1N1CCSCC1
    ?, -1%, 13, -8%, 3%, -19%
> COc1ccccc1C(=O)Oc1ccccc1C(=O)Nc1ccccc1
    -1%, -10%, 4, -12%, -22%, -4%
> O=S(=O)(c1ccc(NCC2CCCCC2)nc1)N1CCOCC1
    ?, 0%, -16, 5%, -14%, 0%
> COc1ccc(C(=O)NCC(=O)OCC(=O)NCc2cccs2)cc1
    -9%, 8%, 21, -8%, 4%, 1%
> CSc1nc2c(c(-c3ccc(O)cc3)c1C#N)CCC2
    1%, 11%, -31, -47%, -13%, 13%
> COc1cc(CCC(=O)N2CCN(c3ccccc3Cl)CC2)cc(OC)c1OC
    -8%, -11%, -21, 30%, 3%, 14%
> Cn1c(=O)c2ncn(CC(=O)NCCOc3ccccc3)c2n(C)c1=O
    0%, -1%, -21, -16%, 6%, -4%
> Cc1ccoc1C(=O)N1CCCC(CCC(=O)N2CCN(c3ccccn3)CC2)C1 (stereo not drawn)
    -2%, -5%, ?, 48%, 0%, 3%
> COCCCNC(=S)N/N=C/c1ccc2c(c1)OCO2
    -10%, 70%[activator], -32, -31%, -23%, -6%
> O=C(/C=C/c1ccc(Cl)cc1)N(Cc1ccccc1)C1CCS(=O)(=O)C1 (stereo not drawn)
    -14%, 7%, -15, 104%[activator], -11%, 2%
> CSc1cccc(NC(=O)Cc2ccccc2[N+](=O)[O-])c1
    5%, 2%, -24, -29%, -35%, -11%
> Cc1ccccc1C(=O)Nc1cccc(OCc2cc(=O)n3cccc(C)c3n2)c1
    17%, ·, -30, ·, -5%, ·
> O=C(NC(=S)Nc1ccc(S(=O)(=O)Nc2nccs2)cc1)c1ccc(Br)o1
    5%, 90%[activator], -1, -42%, -27%, -20%
> O=C(Nc1cccc(F)c1)c1ccc2c(c1)OCO2
    -15%, -2%, 33, -34%, 4%, -18%
> COc1ccccc1OCCC(=O)OCC(=O)Nc1cc(S(=O)(=O)N(C)C)ccc1Cl
    -11%, -6%, 2, 17%, -19%, 0%
> O=C(NCCN1C(=O)S/C(=C\c2ccccc2F)C1=O)C1=COCCO1
    ?, 10%, ?, -22%, -17%, ·
> Cc1[nH]nc2c1C(C(C)c1ccccc1)C(C#N)=C(N)O2 (stereo not drawn)
    6%, -14%, ?, -30%, ?, 0%
> CCN(CC)C(=O)[C@H]1C[C@H](CC(=O)NCC23CC4CC(CC(C4)C2)C3)C(=O)N2CCc3c([nH]c4cc(CCC(=O)N(C)C)ccc34)[C@]12C
    ·, 0%, ?, 234%[activator], ·, ·
> Cc1ccccc1NS(=O)(=O)c1nnc(NC(=O)c2ccc(Br)cc2)s1
    0%, -2%, 6, -51%, -1%, ·
> CC(C)Oc1ccc(C(=O)Nc2c3c(nn2C(C)(C)C)CS(=O)(=O)C3)cc1
    -7%, -5%, 9, -9%, 2%, -1%
> CCOC(=O)CC1COCCN1Cc1cn(C)nc1-c1ccccc1F (stereo not drawn)
    8%, -3%, -14, -1%, ?, 4%
> COc1cccc(-n2nnc3c(=O)n(CC(=O)Nc4ccccc4C)cnc32)c1
    -1%, 12%, 12, -8%, 1%, -1%
> CCC(C)C(NC(=O)OCc1ccccc1)C(=O)NCC(c1ccccc1)N(C)C (stereo not drawn)
    -5%, -4%, -5, 57%, 2%, 11%
> Cc1ccc(Cn2c(C)nc3c(c2=O)c2nc4ccccc4nc2n3Cc2ccco2)cc1
    -5%, -10%, -26, 0%, 1.4µM*, -25%
> COCCNC(=O)c1ccccc1NS(=O)(=O)c1ccc(Br)s1
    1%, -4%, 17, -23%, 2%, 14%
> C/C(=N/NS(=O)(=O)c1ccc(F)cc1)c1ccncc1
    ?, 6%, 15, -5%, -24%, ·
> C/C(=N\NC(=O)C(N)=O)c1ccc2c(c1)OCCO2
    ?, 6%, 26, 32%[2.29 µM], 0%, 4%
> CCC1CCCCN1C(=O)CSc1nc2c([nH]c3ccccc32)c(=O)n1C (stereo not drawn)
    ?, -2%, -1, -15%, 5%, 1%
> O=C(CN1CCN(C(c2ccccc2)c2ccccc2)CC1)NC(=O)NCc1ccco1
    -10%, -6%, 81, 32%, -15%, -1%

The results go on:
Every second line gives: AmpC inh detg, AMA1 RON2 block, HCMV inh, AmpC no deterg, Sm TGR block, FBPA Giardia inh
> Cc1nnc(NC(=O)CCCCCN2C(=O)C3C4C=CC(C4)C3C2=O)s1 (stereo not drawn)
    ?, -5%, 57, 6.3µM*, 0%, 7%
> CCN1CCN(C(=S)NCc2ccc(C)cc2)CC1
    -15%, -6%, 30, -10%, 5%, -1%
> Cc1cc(=O)oc2cc(OCC(=O)NCCCN3CCCC3=O)ccc12
    1%, -4%, 10, 2%, 9%, 2%
> CCOc1ccc(S(=O)(=O)Nc2ccc(S(=O)(=O)Nc3cc(OC)ccc3OC)cc2)cc1
    5%, -22%, 26, -24%, 8%, 3%
> CC1=NN(C(=O)c2ccc(Cn3nc(C)cc3C)o2)C(O)(C(F)(F)F)C1 (stereo not drawn)
    3%, 55%[activator], 89, 1%, -17%, 4%
> O=C(OCC(=O)c1ccc(Cl)s1)c1ccc2ccccc2n1
    ?, 11%, 30, -37%, -27%, -8%
> CCCC(c1nnnn1Cc1ccco1)N1CCN(c2ccccc2)CC1 (stereo not drawn)
    2%, -8%, -17, -2%, 0%, -17%
> COc1ccc(CNC(=O)CN(C)CC(=O)Nc2ccccc2Br)cc1
    ·, 48%[activator], -21, -4%, ·, ·
> CC(Oc1ccc2c3c(c(=O)oc2c1)CCC3)C(=O)NCCN1CCOCC1 (stereo not drawn)
    -9%, -1%, -11, 1%, -2%, -10%
> CCNC(=S)N/N=C(\C)c1cc2ccccc2o1
    -3%, 10%, -31, -28%, -4%, -1%

Overlap with the part before: 3 entries, then new ones.
Every second line gives: AmpC inh detg, AMA1 RON2 block, HCMV inh, AmpC no deterg, Sm TGR block, FBPA Giardia inh
> COc1ccc(CNC(=O)CN(C)CC(=O)Nc2ccccc2Br)cc1
    ·, 48%[activator], -21, -4%, ·, ·
> CC(Oc1ccc2c3c(c(=O)oc2c1)CCC3)C(=O)NCCN1CCOCC1 (stereo not drawn)
    -9%, -1%, -11, 1%, -2%, -10%
> CCNC(=S)N/N=C(\C)c1cc2ccccc2o1
    -3%, 10%, -31, -28%, -4%, -1%
> COCC(=O)N1CCC(Oc2ccc(C(=O)N[C@H](C(=O)OC)C(C)C)cc2)CC1
    -14%, -5%, -10, -1%, -24%, 8%
> NS(=O)(=O)c1ccc(CNC(=O)c2ccc(Cl)cc2[N+](=O)[O-])cc1
    ?, 6%, 10, -28%, -10%, 2%
> CC(NC(=O)c1ccco1)C1CCCO1 (stereo not drawn)
    -9%, 7%, -13, -8%, 5%, 5%
> CN1CCN(c2ccc(NC(=O)c3ccc([N+](=O)[O-])o3)cc2Cl)CC1
    -7%, 1%, -101*, -14%, ?, -6%
> COc1ccc(N2CC(C(=O)N3CCN(C)CC3)CC2=O)cc1 (stereo not drawn)
    3%, 0%, 0, -4%, 6%, -2%
> CC1=C(C(=O)Nc2ccccc2C)C(c2ccccc2)NC(=O)N1 (stereo not drawn)
    ?, -2%, 7, -6%, 0%, 4%
> CC1(C)CN=C(Nc2ccc(F)c(Cl)c2)S1
    3%, -3%, -10, -15%, 3%, 8%
> O=C(Nc1ccc(Oc2ccccc2)nc1)C1CCCCN1Cc1cccc(OCCO)c1 (stereo not drawn)
    -10%, 1%, -15, 92%[activator], ?, -11%
> C#CCOCCOCCOCCNc1nc(N2CCN(C(=O)[C@H](CCC(=O)O)n3cc(C(N)Cc4ccc(O)cc4)nn3)CC2)nc(N2CCN(C(=O)[C@H](Cc3cc4ccccc4[nH]3)n3cc(C(N)CC(C)C)nn3)CC2)n1 (stereo partly drawn)
    3%, ·, ·, 231%[activator], -7%, -7%
> CC(=O)C1=C(C)NC(=S)NC1c1cc([N+](=O)[O-])ccc1O (stereo not drawn)
    -12%, 6%, -6, -6%, -5%, 0%
